RAD54 branch – inhibitors of human RAD54 branch migration | RAD54 Holliday junction branch migration, FAM/BHQ fluorescence | inhibition, % at 10.4 µM | hit rate 0.14% among 360,000 | AID 602329;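 active means mean normalized replicate activity at least 40 and at least half of replicates scoring 40 or more; inconclusive means only one of the two criteria met; inactive means mean below 40 and under half of replicates reaching 40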;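 further: 0% = median of neutral control wells and 100% = median of positive control wells; inhibitors cause a drop in the FAM fluorescence signal; in these data hits start at about 50%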
Target sequence (Q92698 whole entry, looked up): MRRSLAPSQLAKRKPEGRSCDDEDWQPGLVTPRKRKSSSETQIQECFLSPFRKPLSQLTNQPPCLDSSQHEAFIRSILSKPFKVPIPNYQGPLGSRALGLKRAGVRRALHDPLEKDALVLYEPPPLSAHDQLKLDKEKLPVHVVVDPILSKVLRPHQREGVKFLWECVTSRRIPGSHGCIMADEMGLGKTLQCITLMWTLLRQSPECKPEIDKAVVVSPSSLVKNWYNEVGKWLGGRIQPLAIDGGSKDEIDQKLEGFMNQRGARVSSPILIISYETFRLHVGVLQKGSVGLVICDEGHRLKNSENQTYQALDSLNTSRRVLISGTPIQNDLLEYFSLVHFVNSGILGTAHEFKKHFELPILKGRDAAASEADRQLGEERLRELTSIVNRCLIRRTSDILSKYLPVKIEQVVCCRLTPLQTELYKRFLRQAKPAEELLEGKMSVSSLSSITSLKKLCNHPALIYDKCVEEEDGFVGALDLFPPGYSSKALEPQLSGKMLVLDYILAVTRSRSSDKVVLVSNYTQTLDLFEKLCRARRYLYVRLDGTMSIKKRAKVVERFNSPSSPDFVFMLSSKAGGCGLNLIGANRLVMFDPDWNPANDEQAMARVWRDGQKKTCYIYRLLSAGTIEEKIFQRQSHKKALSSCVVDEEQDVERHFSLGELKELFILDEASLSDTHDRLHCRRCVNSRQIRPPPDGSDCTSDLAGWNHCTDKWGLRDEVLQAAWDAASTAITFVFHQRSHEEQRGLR
FN deposit inh – fibronectin deposition inhibition; AH1F fibroblasts, Alexa488-fibronectin deposition fluorescence, overnight; inhibition, % at 12.6 µM; hit rate 0.086% among 350,000; AID 743247;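 active means mean inhibition across replicates of 30% or more, regardless of how many single replicates reach that level; inconclusive means mean under 30% yet at least half of replicates reach 30%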;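 further: positive control wells lacked labelled fibronectin entirely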
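Material: AH1F fibroblast monolayer depositing Alexa488-labelled fibronectin into matrix / Amount: 10000 AH1F cells per well / Signal: fluorescence 485/525 nm / Medium: DMEM, 2% serum / Compound: single dose, pinned / Incubation: 1 h cell adhesion before compound, then overnight fibronectin incubation / Reagent: Alexa488-FN, 24 nM final / Read-out: inhibition of fibronectin deposition signal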
esBAF inh – blocks esBAF chromatin remodeling in mouse ES cells; Bmi1-luciferase knock-in reporter, 24 h; 100% = twice the neutral-well signal; reporter increase, % at 12.5 µM; hit rate 2% among 350,000; AID 602393; in the data active means activation above about 40%; inconclusive means no clear call, values can overlap the other calls;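 further: 0% = median of the plate's neutral control wells and 100% = double that signal; a rise in the Bmi1 reporter signal indicates esBAF inhibition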
An asterisk follows results filed as active; ? = inconclusive. An excerpt (hit frequency here may not be typical).

Structure	RAD54 branch	FN deposit inh	esBAF inh
CCn1c(C)cc(/C=C2\NC(=O)N(Cc3ccc(Cl)cc3)C2=O)c1C	0	4	-19
COc1ccccc1NC(=O)N1CCCC1C(=O)NC1CCCCC1 (centres undefined)	0	-13	-2
O=C(COC(=O)C12CC3CC(CC(C3)C1)C2)N1CCN(S(=O)(=O)c2ccccc2)CC1	0	-5	-4
CC1CC(c2ccccc2)n2nc(NC(=O)c3ccco3)nc2N1 (centres undefined)	13	4	-4
Cc1nc2ccccc2n1S(=O)(=O)N(C)C	-11	-4	-3
CCCCc1ccc(N2C(=O)[C@@H]3C(CC(N)=O)NC4(C(=O)Nc5ccc(F)cc54)[C@@H]3C2=O)cc1 (some centres undefined)	-1	-10	-2
O=c1[nH]c(NC2CCCCC2)nnc1Cc1ccccc1	9	-2	0
CC(C)CNC(=O)COC(=O)c1ccc(Cl)c(S(N)(=O)=O)c1	4	4	4
CN1CCN(/C=N/C2=C(C#N)C(c3ccccc3)C3=C(CC(C)(C)CC3=O)O2)CC1 (centres undefined)	7	-3	-1
CC1(C)CC(=O)C2=C(C1)N(CCN1CCOCC1)C1=C(C(=O)CC(C)(C)C1)C2c1cccc(F)c1	7	-1	-9
CCCS(=O)(=O)N1CCN(S(=O)(=O)c2ccccc2)CC1	-1	-3	2
COc1ccccc1Nc1nc(N)nc(CN2CCc3ccccc3C2)n1	-2	-6	-2

Single records, from the list above. Values in the order: RAD54 branch | FN deposit inh | esBAF inh
CC1(C)CC(=O)C2=C(C1)N(CCN1CCOCC1)C1=C(C(=O)CC(C)(C)C1)C2c1cccc(F)c1 as listed: 7 | -1 | -9
COc1ccccc1Nc1nc(N)nc(CN2CCc3ccccc3C2)n1 as listed: -2 | -6 | -2
CC(C)CNC(=O)COC(=O)c1ccc(Cl)c(S(N)(=O)=O)c1 as listed: 4 | 4 | 4
CCCS(=O)(=O)N1CCN(S(=O)(=O)c2ccccc2)CC1 as listed: -1 | -3 | 2

(list continues)
Structure	RAD54 branch	FN deposit inh	esBAF inh
O=C(CCCNS(=O)(=O)c1cccc2nsnc12)NCCc1ccccc1	1	-6	-3
COC(=O)c1oc2ccccc2c1N	6	-4	17
C=CCN1C(=O)C(CC(=O)Nc2ccccc2)SC1=Nc1ccc(S(N)(=O)=O)cc1 (centres undefined)	-9	1	-2
CCOC(=O)c1sc2nc(N3CCOCC3)c3c(c2c1N)CCCC3	0	-43	-2
Cc1oc2c(c1C(=O)Nc1ccc(C(=O)O)cc1)CCCC2	6	2	-2
COC(=O)CSc1nc2cc(C)ccc2cc1C#N	-37	4	31
CC(=O)Nc1ccccc1OCC(=O)c1cc(C)n(Cc2cccs2)c1C	7	-16	-45
CCCc1nc2oc3c(NCC4CCCO4)ncnc3c2c2c1COC(C)(C)C2 (centres undefined)	8	2	8
O=C(CN1C(=O)C2CC=CCC2C1=O)Nc1ccc(-c2nnc3n2CCCCC3)cc1 (centres undefined)	7	-9	-13
CC(C)(C)C(=O)Nc1ccc(Oc2ccc3c(c2)C(=O)N(c2ccc(O)cc2)C3=O)cc1	3	-1	-3
N=c1n(CCN2CCCCC2)c2ccccc2n1CC(O)c1ccc(Cl)c(Cl)c1 (centres undefined)	16	15	0
COc1cc(C(=O)Nc2cc(C)ccn2)cc(OC)c1OC	6	-2	-4
O=C(CSc1ncccn1)NCc1ccccc1	-4	7	12
CC1(C)CC(=O)C2=C(C1)Oc1ncn(CCCn3ccnc3)c(=N)c1C2c1ccccc1 (centres undefined)	-3	-9	-11
Cc1cc(C)c(NN=c2c(=O)c3ccccc3c2=O)c(C)c1	-3	2	30
Cc1ccccc1NC(=O)CCC(=O)OCCCC(F)(F)C(F)(F)F	-5	11	-10
CCOC(=O)c1ccc(COC(=O)CCc2nc(-c3ccccc3)c(-c3ccccc3)o2)cc1	3	3	-4
O=C(Cn1cnc2c(nnn2Cc2ccc(F)cc2)c1=O)NC1CCCC1	-4	0	2
CCOC(=O)C1CCCN(Cc2ccc(O)c(OC)c2)C1 (centres undefined)	12	-1	-4
O=c1c2ccccc2nnn1CSc1nnc2ccccn12	-6	-1	47*
Cc1cc2ncn(CC(O)COc3cccc(C(=O)O)c3)c2cc1C (centres undefined)	-14	-20	-9
CC(C)NCCOCCSc1ccc(Cl)cc1	4	9	-6
COc1ccc(-c2cc3ccccc3oc2=O)cc1NC(=S)NC(=O)c1ccc2c(c1)OCCO2	16	4	24
Cc1nn(Cc2ccccc2)c(C)c1NC(=O)CSc1nc(C2CC2)nc2c1cnn2-c1ccccc1	4	13	4
COc1ccc(NC(=O)c2cc(C(C)C)on2)cc1OC	-4	-5	23
Nc1nc(CN2CCCCCC2)nc(Nc2ccc(F)cc2)n1	6	-6	-2
O=C(O)CC1SC(=Nc2cccc(O)c2)NC1=O (centres undefined)	1	9	-4
COc1ccc(-c2cc(C(=O)OCC(=O)N(C)C)c3ccccc3n2)cc1	8	-13	13
N#Cc1nc(-c2ccc(OCc3ccccc3)cc2)oc1N1CCOCC1	-3	-5	3
CN(C)c1nc(N)nc(CSc2nc3cc(Cl)ccc3o2)n1	-6	1	?
Cn1c(SCC(=O)NCc2cccs2)nnc1-c1ccncc1	10	1	-2
COc1ccccc1/C=C/C(=O)N1CCOCC1	6	-1	-1
CCn1c(=O)c(C(=O)CN2CC(C)OC(C)C2)c(N)n(Cc2ccccc2)c1=O (centres undefined)	-10	6	-5
CN(c1ccccc1)C(c1ccc(F)cc1)c1nnnn1CC1CCCO1 (centres undefined)	-8	9	0
Cc1ccc(-n2c(SCC(=O)Nc3ccc4c(c3)OCO4)nnc2-c2ccccn2)cc1	9	1	1
CC(C)OP(=O)(OC(C)C)C(NC(=O)c1ccc(Br)cc1)c1ccccc1 (centres undefined)	0	5	-8
CC(C)(C)NC(=O)C(Cc1ccccc1)NS(=O)(=O)c1cccc2nsnc12 (centres undefined)	2	-4	-16
CCOC(=O)CSc1nc2ccc(S(=O)(=O)N3CCOCC3)cc2[nH]1	-7	-2	1
O=C1CCCN1CCCNc1ccc(S(=O)(=O)N2CCCCC2)cn1	0	16	-3
Cc1ccc2cccc(O)c2[n+]1[O-]	-2	0	-6
CC(=O)Nc1cccc(NC(=O)CCCC(=O)O)c1	1	9	-1
CCCCC(=O)Nc1nnc(SCC(=O)NC2CCCC2)s1	-9	-1	4
NC(=O)c1cn(-c2ccccc2)nc1-c1cc2ccccc2oc1=O	-7	-9	1
Cc1oc2ccc(OCC(N)=O)cc2c1C(=O)OC(C)C	-12	0	-10
CNC(=O)CSCc1cnn(-c2ccccc2)c1-n1cccc1	-5	7	8
CC1CCCC(NC(=O)COC(=O)c2ccc(N(C)C)cc2)C1C (centres undefined)	-2	3	0
O=C(NC(Cc1c[nH]c2ccccc12)c1nnc2n1CCCCC2)c1cccs1 (centres undefined)	6	6	10
COc1ccc(C2NC(=O)NC(C)=C2C(=O)OCc2ccc3c(c2)OCO3)cc1OC (centres undefined)	4	-5	-2

Quoted from the listing.
CCOC(=O)C1CCCN(Cc2ccc(O)c(OC)c2)C1 (centres undefined) in esBAF inh is entered as -4
Cn1c(SCC(=O)NCc2cccs2)nnc1-c1ccncc1 in FN deposit inh is entered as 1

The list goes on.
Structure	RAD54 branch	FN deposit inh	esBAF inh
CC(=O)Nc1ccc(S(=O)(=O)N2CCN(C(=O)c3cccnc3)CC2)cc1	2	-16	-9
CCOC(=O)C1CCN(C(=O)COc2ccc(Cl)cc2)CC1	-5	-5	-2
CC(C)CN(/C=N/c1sc2c(c1C#N)CCCCC2)CC(C)C	-7	2	24
O=C(C1CCN(S(=O)(=O)c2ccc3ccccc3c2)CC1)N1CCN(c2ncccn2)CC1	1	-3	-7
CCOC(=O)CS(=O)(=O)c1ccc2ccccc2c1	-4	3	-2
COc1ccc(NC(=O)Cc2cccs2)c(OC)c1	9	-1	12
CCOC(=O)c1c(NC(=S)NC(=O)c2cnn(CC)c2)sc2c1CCC(C)C2 (centres undefined)	-2	-4	-9
O=C(CCn1c(=O)oc2ccccc21)NCc1cccs1	7	-6	5
CCS(=O)CCSc1nc2ccccc2s1 (centres undefined)	6	-15	-16
O=C(CSc1nnc(CNC(=O)c2cccs2)o1)NC1CCCC1	-1	-2	4
CC(=O)c1c(C)nc(-c2ccccc2)n1O	0	4	-5
COc1ccccc1N(CC(=O)NCc1ccccc1)C(=O)CCC(=O)Nc1cc(C)ccn1	1	5	-1

esBAF inh, entries above that show a hit
smiles,esBAF inh
O=c1c2ccccc2nnn1CSc1nnc2ccccn12,47*

The list goes on.
Structure	RAD54 branch	FN deposit inh	esBAF inh
CCOC(=O)CCc1c(C)nc2ncnn2c1C	-1	-3	8
COc1ccc2[nH]cc(C(=O)CNc3nc(C)cs3)c2c1	7	-4	70*
COc1ccccc1N1CCN(C(=O)C(Cc2ccccc2)NC(=O)C2CCCCC2)CC1 (centres undefined)	-6	2	10
Cc1cc(C)c2c(c1)/C(=C/C(=O)c1ccc(Br)s1)C(=O)N2	-4	3	-5
Cc1cc(C)cc(NC(=O)CSc2nnc(-c3ccccc3C)o2)c1	-6	-12	18
COC(=O)[C@H](CCSC)NC(=O)Nc1ccc(C)cc1C	1	0	-8
Cc1cccc(-c2noc(C3CCCCC3)n2)c1	-7	-23	63*
C=CCCCOc1ccc(C(=O)O)cc1	7	-8	2
O=C1C2C3C=CC(CC3)C2C(=O)N1/N=C/c1ccccc1O (centres undefined)	2	0	27
Cn1c(=O)n(CCN2CCOCC2)c(=O)c2c1nc1n2CCN1c1ccc(Oc2ccccc2)cc1	4	3	4
CNC(=O)c1ccc(-c2sc3nc(N4CCOCC4)c4c(c3c2N)CCCC4)o1	2	-8	5
CCOC(=O)N1CCN(C(=O)COc2ccc(S(=O)(=O)Nc3ccc(OCC)cc3)cc2)CC1	17	-1	-8
O=C(CSc1nnc(Cn2nnc(-c3ccccc3)n2)n1-c1ccccc1)Nc1ccccc1	-2	-4	11
COC(=O)C(C)n1cnc2c(nnn2-c2ccc(OC)cc2)c1=O (centres undefined)	-1	-12	6
COc1ccc(N2C(=O)CC(N3CCC(O)(c4cccc(C(F)(F)F)c4)CC3)C2=O)cc1 (centres undefined)	4	-2	-12
CCn1c(-c2cc3c(C(F)(F)F)nn(C)c3s2)n[nH]c1=S	-3	-3	-1
COc1cccc(S(=O)(=O)Nc2cccc(C(=O)N3CCOCC3)c2)c1	-17	11	-7
CC(=O)N1CCN(Cc2cc(=O)n3cc(Cl)c(C)c(Cl)c3n2)CC1	6	14	1
CCCNC(=O)c1cc2c3ccccc3n(C)c2s1	-1	7	10
CCSc1nc2c(sc3ccccc32)c(=O)n1C(C)C	6	21	-1
CC1CCCC(C)N1CC(C)(C)NS(=O)(=O)c1ccc(Cl)cc1 (centres undefined)	-4	1	-2
CCOC(=O)c1ccc(N2C(=O)CC(SCC(N)C(=O)OCC)C2=O)cc1 (centres undefined)	4	6	-4
CC(=O)c1ccc(NC(=O)C2CC(=O)N(Cc3ccccc3)C2)cc1 (centres undefined)	0	0	56*
COc1ccc(/C=C2\CCCC(C(=O)C(F)(F)F)=C2O)cc1	-11	20	3
CCN(CC)C(=O)c1cn(C)c2ccc(S(=O)(=O)N(CC)CC)cc2c1=O	-7	1	3
Cc1ccc(C)c(NC2=NCC(=O)N2c2ccc3c(c2)OCCO3)c1	-3	-6	47*
O=S(=O)(c1ccccc1)c1cnc(-c2cccnc2)nc1-c1ccc(Cl)c(Cl)c1	-4	-7	-12
CCC(C(=O)NC(C)(C)C)N(C(=O)Cn1nnc(-c2cccs2)n1)c1cnc2ccccc2c1 (centres undefined)	-5	-8	8
O=C(CNC(=O)c1ccccc1F)OC(C(=O)Nc1cc(C(F)(F)F)ccc1Cl)c1ccccc1 (centres undefined)	1	-4	-2
COc1ccccc1NC1=NCC(=O)N1Cc1ccccc1	3	-1	5
Cc1cnc(C(=O)N2CCN(S(=O)(=O)c3ccc4ccccc4c3)CC2)cn1	0	7	-11
Cc1ccc(C(=O)COC(=O)c2ccccc2N2C(=O)C3C4CCC(C4)C3C2=O)cc1C (centres undefined)	6	2	-5
